Bioassay records: PubChem, Fisher Drug Discovery Resource Center
hcGAS lum: inhibitors of human cGAS; 290,000 tested, 0.081% active; recombinant h-cGAS, ATP depletion, Kinase-Glo luminescence; inhibition, % at 12.5 µM; AID 1259398;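 note: 0% = vehicle reaction and 100% = reaction without DNA for no activity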
Target sequence (Q8N884 whole entry, looked up): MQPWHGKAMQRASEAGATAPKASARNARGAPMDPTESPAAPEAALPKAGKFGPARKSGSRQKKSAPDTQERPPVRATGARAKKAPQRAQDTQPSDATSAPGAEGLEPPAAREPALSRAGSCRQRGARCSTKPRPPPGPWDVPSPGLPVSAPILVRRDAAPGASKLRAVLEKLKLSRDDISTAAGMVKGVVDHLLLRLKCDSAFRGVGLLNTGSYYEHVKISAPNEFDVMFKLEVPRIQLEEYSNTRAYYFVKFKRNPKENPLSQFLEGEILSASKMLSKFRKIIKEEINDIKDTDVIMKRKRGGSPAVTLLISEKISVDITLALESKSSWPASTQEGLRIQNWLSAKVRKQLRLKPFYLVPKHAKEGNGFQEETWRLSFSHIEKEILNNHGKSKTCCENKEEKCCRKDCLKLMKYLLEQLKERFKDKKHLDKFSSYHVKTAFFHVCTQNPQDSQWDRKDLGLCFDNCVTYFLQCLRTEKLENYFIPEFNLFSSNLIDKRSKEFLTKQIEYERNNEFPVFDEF
NPYLR7 agonist: mosquito NPYLR7 agonism; AID 1259423; 270,000 tested, 0.15% active; activation, % at 10 µM; HEK293T NPYLR7/Galpha15, GCaMP6s calcium fluorescence; in the data active = activation above about 40%;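 note: 0% = vehicle and 100% = reference agonist at the receptor; some compounds past the cut are filed as inactive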
mcGAS inh: blocks mouse cGAS activity. recombinant cGAS, Kinase-Glo ATP depletion luminescence. 160,000 tested, 0.15% active. Q8C6L5. inhibition, % at 12.5 µM;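 note: 0% = negative control wells and 100% = reference inhibitor with no enzyme activity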
* marks the source's active call; other numbers are inactive results; · = no result given; & = joins results of further samples. Cut-off read from the data, not from the text of the source, unless noted: active = inhibition above about 40%; inactive = the rest. An unsorted share of the library; about 0.27% have a hit in one of these screens.

SMILES	hcGAS lum	NPYLR7 agonist	mcGAS inh
Cc1ccc(-c2cnnc(NCC3(N4CCOCC4)CCCC3)n2)o1	-10	4	·
CN(Cc1ccccc1)C1(C(=O)O)Cc2ccccc2C1	-6	7	-14
Cc1cc(C)cc(N2CC(C)Cn3c2nc2c3c(=O)n(CCN3CCCCC3)c(=O)n2C)c1 (configuration not stated)	-7	7	-7
CC(C)(C)c1ccc(S(=O)(=O)N2CCC(c3nc(-c4ccc(F)c(F)c4)no3)CC2)cc1	-4	27	-6
CCOc1ccccc1NC(=O)CSc1ccc2nnc(-c3ccncc3)n2n1	0	-6	-6
COc1ccc(CNC(=O)C(=O)Nc2ccc3c(c2)N(S(C)(=O)=O)CCC3)cc1	-4	13	·
COC[C@@H]1CCCN1C(=O)[C@H]1Cc2c([nH]c3ccccc23)CN1	-3	4	·
CCOC(=O)c1nn(-c2ccc(C)cc2)c(=O)cc1OS(=O)(=O)c1cc(Cl)ccc1OC	2	8	·
Cc1ccc2cc(C3(O)CCN(C(=O)CCn4cnnn4)CC3)ccc2n1	1	-9	-5
Cc1ccccc1-n1nc(C)c(-c2ccccc2)c1NC(=O)CN(C(=O)c1ccc(C(C)(C)C)cc1)C(C)C	-6	19	-3
Cc1ccc(S(=O)(=O)N(C)C2CCS(=O)CC2)cc1 (configuration not stated)	-8	3	·
O=C1C(Cl)=C(Nc2ccccc2Cl)C(=O)N1c1ccccc1	-1	-5	0
CCCCCCCC(=O)Nc1ccc(N2CCC(Cc3ccccc3)CC2)c(C(=O)NCc2ccc(F)cc2)c1	-7	18	-4
Cc1cc(C(=O)Nc2ccccc2OC(F)F)c(C)o1	-14	6	-5
COC(=O)c1ccc(C2C(C(=O)OCc3ccccc3)=C(C)NC3=C2C(=O)CCC3)cc1 (configuration not stated)	1	3	·
Cn1ccc(C(=O)Nc2cccc(-c3ccc4c(c3)CCO4)n2)cc1=O	6	2	·
Cc1ccc(Nc2cc3sc4c(F)c(F)c(F)c(F)c4[nH]c3c3c(=O)c4ccccc4c(=O)c23)cc1	-4	15	-6
Cc1ccc(C(=O)N2CC(=O)N(C3CCCCC3)CC(OCc3ccccc3)C2)cn1 (configuration not stated)	1	-2	-13
COCCN(CC(=O)Nc1nc(CC(=O)N2CCN(c3cccc(Cl)c3)CC2)cs1)C(=O)c1ccc(F)cc1	-4	-8	-6
Cc1ccc(NCC(=O)NC(C)(C)C)cc1S(=O)(=O)N1CCCCC1	-21	13	-4
CCC(C)c1ccc(-n2c(-c3cccc(OCc4ccccc4)c3)nc3ccccc3c2=O)cc1 (configuration not stated)	-3	1	-11
Cc1cc(CN2CCc3[nH]cnc3C2c2nc3ccccc3[nH]2)n[nH]1 (configuration not stated)	-8	1	·
CNc1nc2cnc(Nc3ccccc3Cl)cc2n1CC1CC1	-5	8	-7
CC1CCc2c(sc(NC(=O)CCl)c2C(N)=O)C1 (configuration not stated)	-4	-5	·
CN1[C@@H](CC(=O)c2ccccc2)CCC[C@H]1C[C@H](O)c1ccccc1	-1&-6&-8	-2&-4&4	-4
Next results.
SMILES	hcGAS lum	NPYLR7 agonist	mcGAS inh
COc1ccc(C(=O)NC2CCC(NC(=O)[C@H]3CCCN3C(=O)COCc3ccccc3)CC2)cc1 (some centres not stated)	-3	13	-7
N#CCCN(CCC#N)Cn1nc2c(Cl)cc(Cl)cn2c1=S	-2	0	-1
CCCCc1ncc(-c2nccn2CC2(O)CCCCC2)[nH]1	-5	-3	-10
CN1C(=O)CC(C(=O)Nc2ccc(F)cc2)SC1=Nc1ccc2c(c1)OCO2 (configuration not stated)	1	0	·
CC(O)c1nc2ccc(Oc3ccc4nc(C(C)O)[nH]c4c3)cc2[nH]1 (configuration not stated)	-8	3	·
O=C1NC2(CCCCC2)C(=O)N1CCS(=O)(=O)Oc1ccc(Br)cc1	-6	-2	·
COc1ccc(OCC(=O)NCc2cc(-c3ccc4c(c3)OCO4)on2)cc1	-12	3	-8
CC(C)(C)Nc1nnc(SCC(=O)NC(=O)NCc2ccccc2)s1	-5	12	-9
COc1ccc(OC)c(NC(=O)CSc2nc3c(-c4ccccc4)c[nH]c3c(=O)n2C)c1	-6	-3	-8
COc1ccc(OC)c(NC(=O)Cn2c(-n3nc(C)cc3C)nc(C)c(C)c2=O)c1	-6	-2	-6
Fc1ccc(C2c3cccn3CCCN2Cc2ccc(Cl)cc2)cc1 (configuration not stated)	-5	0	-6
O=C(O)CN1C(=O)/C(=C\c2cc(Br)ccc2OCc2ccccc2Cl)SC1=S	-3	-5	·
CN(C)CCCCCNCCCNC(=O)/C=N/O	-2	4	-4
COc1ccc(Cl)cc1NS(=O)(=O)c1ccc(Cl)s1	0	3	·
O=C(CCC1CCCC1)Nc1n[nH]c(C(F)(F)F)n1	9	-4	·
COc1ccccc1OCc1nc(C(=O)NCc2cccc(F)c2)cs1	-5	5	-7
Cc1sc2ncn(CC(=O)O)c(=O)c2c1C	-3	4	·
COc1cc(C(=O)NCC2Cc3cc(F)ccc3O2)cc(OC)c1OC (configuration not stated)	-3	5	-6
CCC(=O)C1=C(c2ccc(C)cc2)N(C(=O)CC)n2c(Cc3ccc(OC)cc3)nnc2S1	-13	2	·
S=c1sc2ccccc2n1CN1CCCCC1	-5	2	·
CC1=NOC(C(=O)NCc2nc(-c3cccc(F)c3)c(-c3ccccn3)[nH]2)C1 (configuration not stated)	-1	-1	-2
CS(=O)(=O)c1ccc(CN2CCN(Cc3ccccc3CO)CC2)cc1	-10	2	·
COC(=O)CCN(C(=O)c1ccc(C#N)cc1)c1cccc(C)n1	-4	1	-10
Cn1cc(CCC(=O)N2CCOC(c3ccc(Cl)c(Cl)c3)C2)cn1 (configuration not stated)	-8	2	-8
CC(C)c1nccc(-c2nccn2Cc2cnn(-c3ccccc3)c2)n1	0	5	-12

The final five entries of the part above come first, to join the parts.
SMILES	hcGAS lum	NPYLR7 agonist	mcGAS inh
CC1=NOC(C(=O)NCc2nc(-c3cccc(F)c3)c(-c3ccccn3)[nH]2)C1 (configuration not stated)	-1	-1	-2
CS(=O)(=O)c1ccc(CN2CCN(Cc3ccccc3CO)CC2)cc1	-10	2	·
COC(=O)CCN(C(=O)c1ccc(C#N)cc1)c1cccc(C)n1	-4	1	-10
Cn1cc(CCC(=O)N2CCOC(c3ccc(Cl)c(Cl)c3)C2)cn1 (configuration not stated)	-8	2	-8
CC(C)c1nccc(-c2nccn2Cc2cnn(-c3ccccc3)c2)n1	0	5	-12
COCCNC(=O)C1(C)CCCN(Cc2ccc(-c3ccccn3)cc2)C1 (configuration not stated)	-15	1	·
Cc1cccc(Cn2c(SCCN3CCOCC3)nc3c2c(=O)[nH]c(=O)n3C)c1	-5	7	·
COc1ccc(CCN2C(=O)C3CC=CC(C)C3C2=O)cc1OC (configuration not stated)	-6	3	-9
Cc1cc(-c2cc(F)cc3c2OC(CNC(=O)C2CCOC(C)(C)C2)C3)ccc1F (configuration not stated)	-7	30	-12
CCN(C)Cc1cccc(CNS(=O)(=O)c2c(Cl)cccc2Cl)c1	-5	4	·
CCn1c(C)c(C(=O)CN(C(=O)c2cc(OC)cc(OC)c2)C2CCCCC2)c(C)c1C(=O)OC	-8	4	-6
CCN(CC1CCN(c2ccccn2)CC1)C(=O)c1cc(Br)ccc1F	-7	5	·
Cc1sc(-n2c(C)c3c(C)nnc(C)c3c2C)nc1-c1ccccc1	-6	-17	·
CCOC(=O)C1CCN(c2cc(=O)n(C3CCCCC3)c(=O)[nH]2)CC1	-8	-2	·
O=S(=O)(c1ccc(Cl)cc1)N1CCCC(N2CCCC2)C1 (configuration not stated)	-4	0	·
O=C(CCN(c1nc(C2CC2)nc2cc(Cl)ccc12)C1CC1)N1CCN(c2ccccc2F)CC1	-3	8	-7
Cc1cc(C(=O)N2CCN(c3nc4c(F)cc(F)cc4s3)CC2)no1	-6	7	·
COc1ccc(CN2CCN(c3ccc(Cl)cn3)CC2)c(OC)c1OC	0	3	·
O=C(c1ccoc1)N1CCCC(CCc2ccc(F)c(F)c2)C1 (configuration not stated)	-2	2	·
Cc1nn(-c2ccccc2)nc1C(=O)NCC1(N(C)C)CCCC(C)C1 (configuration not stated)	-4&-12	0&-1	·
CC(C)Cn1ccc2cc(N)ccc21	-11	-3	-17
CCOC(=O)c1ccc(NC(=O)CSc2ccc3nc(-c4ccccc4)cn3n2)cc1	-9	8	·
COc1ccc(C2CCCN2C(=O)c2cc(C3CC3)[nH]n2)cc1 (configuration not stated)	-9	-19	·
CN1CCN(C(=O)NCc2nc(-c3cccc(F)c3)c(-c3ccccn3)[nH]2)CC1	-3	·	-9
CN(Cc1nccs1)C(=O)CCc1nnc(Cc2cccc(C(F)(F)F)c2)o1	-3	0	·
C#CCN(Cc1nc(-c2ccccc2C)oc1C)C1CCCCC1	-8	5	·
C=CC[C@@H]1CC=C[C@@H](C)N1C(=O)c1cc(C)nc(C)n1	-1	-1	0
CCCCCCN(C(=O)c1ccc(Cl)cc1Cl)C(C)c1nc2ccccc2c(=O)n1-c1cccc(Cl)c1C (configuration not stated)	-9	7	-7
CN(CCCN1c2ccccc2CCc2ccccc21)C(=O)c1cccc(C(F)(F)F)c1	-7	-7	-3
Cc1cc(NC(=O)NCC2(CN3CCN(C)CC3)CC2)n(C(C)C)n1	-18	·	-8
The list goes on.
SMILES	hcGAS lum	NPYLR7 agonist	mcGAS inh
CC1CN(Cc2ccccc2)c2nc3c(c(=O)n(Cc4cccc5ccccc45)c(=O)n3C)n2C1 (configuration not stated)	-6	5	-6
CCS(=O)(=O)c1ccc2c(c1)N(Cc1cc(C(C)=O)ccc1OC)C(=O)C(C)O2 (configuration not stated)	0	6	·
O=C(OCc1ccccc1)N1C[C@@H](CO)[C@@H]2Oc3c(F)cccc3[C@@H]21	1	1	-3
COc1ccc(-n2nc(C(=O)N3CCCC3)c(=O)n(Cc3cccc(Cl)c3)c2=O)cc1	-3	14	-5
Cc1oc(-c2ccc(Cl)cc2Cl)cc1C(=O)NC(C)C	-9	-3	·
O=[N+]([O-])c1ccc(N2CCN(CCO)CC2)cc1SCCO	-3	-1	·
C=CCN(Cc1ccccc1Cl)C(=O)C1CCCN1 (configuration not stated)	-10	24	-12
Cc1c(Cl)c([N+](=O)[O-])nn1CC(=O)NN1C(=O)CSC1=S	5	-12	3
COCCN1CCN(C(=O)CN2CC3=C(C2=O)C(c2ccc(F)cc2)NC(=O)N3C)CC1 (configuration not stated)	-4	2	-3
Cc1nc(CN(C)C(=O)c2c(-c3ccccc3Cl)noc2C)no1	-8	7	·
CCCn1c(O)c(C=NCC2CCCCC2)c(=O)[nH]c1=S	0	1	-2
CCCC(=O)N1CCN(C(=O)c2cn(CC3CCCO3)cc3c(=O)n(-c4ccccc4)nc2-3)CC1 (configuration not stated)	-7	3	-8
CC(CNC(=O)c1cccs1)n1cncn1 (configuration not stated)	-3	2	·
N#Cc1nc(-c2ccc(COc3ccccc3)o2)oc1NCc1ccccc1	0	0	-2
c1csc(CN2CCN(Cc3nc(-c4ccc5c(c4)OCO5)no3)CC2)c1	-7	3	-10
CCOC(=O)C1=C(C)NC(=S)NC1c1cccs1 (configuration not stated)	-6	1	·
CC(=O)N(CCn1nc(C)cc1C)c1nc2c(C)c(Cl)ccc2s1	-4	-18	-12
CCSc1nnc2ccc(-c3ccc(Cl)cc3)nn12	-5	-17	-8
CCOc1ccc(S(=O)(=O)NCCn2nc(-c3ccccc3)ccc2=O)c(OCC)c1	-7	10	-9
O=C1C(C(=O)N(Cc2ccsc2)C2CC2)CCN1c1ccc(F)c(F)c1 (configuration not stated)	-14	14	·
CCCNC(=O)N(Cc1ccco1)Cc1nccn1Cc1ccc(C(F)(F)F)cc1	-1	2	0
CCN1CCN(c2nc(-c3cnc(N4CCCC4)nc3C)cc(=O)[nH]2)CC1	4	2	-2
COc1cc2ncc(C#N)c(N3CCC(C(=O)NCc4ccc(Cl)cc4)CC3)c2cc1OC	-5	-5	-4
CC1Sc2ccccc2N(Cc2ccc(OC(F)(F)F)cc2)C1=O (configuration not stated)	4	-6	·
CCCNC(=O)Cn1nc(C)c([N+](=O)[O-])c1C	-2	2	·
New compounds follow
SMILES	hcGAS lum	NPYLR7 agonist	mcGAS inh
CC(=O)OC[C@H]1O[C@@H]2[C@@H](Oc3nc(=O)ccn32)[C@@H]1OC(C)=O	-6	-2	·
O=C(CNC1CCCCC1)Nc1c2c(nc3c1CCC3)CCCC2	-3	3	2
CCOC(=O)C1CCCN(C(=O)N2CCN(c3ccccc3)CC2)C1 (configuration not stated)	4	-1	·
COc1ccc(F)c(CC2(CCC(=O)NC3Cc4ccccc4C3)CCC(=O)N2)c1 (configuration not stated)	-9	3	-13
Fc1ccccc1N1CCN(c2nc3ccccc3n3cnnc23)CC1	-5	8	-4
Fc1ccc(-c2nnc(-c3ccc4c(c3)OCO4)o2)cc1	2	8	·
O=C(NCc1ccccc1)c1cc(-c2ccc(F)cc2)nc2cc(-c3ccccc3)nn12	-11	7	-6
CCO/C(C)=N\Oc1cc(=O)oc2ccccc12	-5	4	·
CC(C)(C)CC(C)(C)c1ccc(OCC(=O)NNC(=O)c2ccccc2C(=O)O)cc1	-4	7	-3

A different layout for part of the listing above.
Each structure is followed by: hcGAS lum	NPYLR7 agonist	mcGAS inh
- CC(=O)OC[C@H]1O[C@@H]2[C@@H](Oc3nc(=O)ccn32)[C@@H]1OC(C)=O
    -6	-2	·
- O=C(CNC1CCCCC1)Nc1c2c(nc3c1CCC3)CCCC2
    -3	3	2
- CC(C)(C)CC(C)(C)c1ccc(OCC(=O)NNC(=O)c2ccccc2C(=O)O)cc1
    -4	7	-3
- Fc1ccc(-c2nnc(-c3ccc4c(c3)OCO4)o2)cc1
    2	8	·
- CCOC(=O)C1CCCN(C(=O)N2CCN(c3ccccc3)CC2)C1 (configuration not stated)
    4	-1	·
- Fc1ccccc1N1CCN(c2nc3ccccc3n3cnnc23)CC1
    -5	8	-4
- O=C(NCc1ccccc1)c1cc(-c2ccc(F)cc2)nc2cc(-c3ccccc3)nn12
    -11	7	-6
